Screening data (PubChem BioAssay)
SSB-PriA inh = inhibitors of Klebsiella pneumoniae PriA binding to SSB C-terminal tail, primary screen, biochemical, AlphaScreen; PriA–SSB C-terminal tail interaction (Klebsiella pneumoniae); AlphaScreen SSBct-PriA binding, biotinylated peptide; inhibition, % at 33 µM; 430,000 compounds, 0.6% hits; AID 1272365, 2023; in the data active = inhibition mostly above about 37%, no sharp cut-off; inactive = mostly below about 20%;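 note: plate controls were negative control peptide for no effect and reference peptide for full effect; strong numbers were not always called active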
* hit, by the source's call; & = joins results of further samples. An excerpt; the hit share may differ from the screen's.

C=C(C)C1CC=C(C)C(=NNC(=O)c2ccoc2C)C1 (stereo not given) was read as SSB-PriA inh -17.0.
`CCOC(=O)c1c(NC(C)=O)sc2c1CCC2` gave SSB-PriA inh -9.0.
For COc1ccc(Cl)cc1C(=O)Nc1ccc2c(c1)CN(C(=O)C(C)C)CC2 the results were SSB-PriA inh 8.0.
Screening O=S(=O)(Cc1ccccc1)N1CCN(c2ccc(Nc3ccncc3)nn2)CC1 returned SSB-PriA inh -10.0.
COc1cccc(CNC(=O)CSc2ccc(-c3ccc(-n4cccn4)cc3)nn2)c1 was read as SSB-PriA inh -4.0.
N#Cc1c(N)c(C(=O)c2ccc3c(c2)CCCC3)n2ccccc12 was read as SSB-PriA inh -9.0.
COc1ccc(Nc2cc(C)nc(NCCNC(=O)Cn3cnc4ccccc43)n2)cc1 was read as SSB-PriA inh 8.0.
For Cc1cccc(C(=O)NN=C2CS(=O)(=O)N(C)c3ccsc32)c1 the results were SSB-PriA inh -0.2.
For COc1ccc(C(=O)NC2CCCC(O)C2)cc1 (stereo not given) the results were SSB-PriA inh 3.0.
Screening COc1cc2[nH]c(=O)n(CCCC(=O)N3CCC(C(N)=O)(N4CCCCC4)CC3)c(=O)c2cc1OC returned SSB-PriA inh 0.0.
`Cn1c(C2CCN(S(C)(=O)=O)CC2)nn(Cc2ccccc2Cl)c1=O` gave SSB-PriA inh -6.0.
Screening CC1(C)Cc2cccc(OCC(=O)NCCn3nc(-c4ccncc4)c4c3CCCC4)c2O1 returned SSB-PriA inh -8.0.
`O=C(Nc1nnc(-c2ccc(Br)cc2)o1)c1cccc(C(F)(F)F)c1` gave SSB-PriA inh -11.0.
O=C(COc1cccc(C(F)(F)F)c1)Nc1ccccc1-c1cn2ccccc2n1 was read as SSB-PriA inh -3.0.
O=C(CSc1nnc(-c2ccccn2)n1-n1cccc1)Nc1ccc(Cl)c(C(F)(F)F)c1 was read as SSB-PriA inh 6.0.
`COCC(=O)Nc1cccc(-c2csc3nc(C)c(C)c(=O)n23)c1` gave SSB-PriA inh -1.0.
CN(C)S(=O)(=O)c1ccc(C(=O)NC(=S)Nc2cccc(-c3nc4ccccc4s3)c2)cc1 was read as SSB-PriA inh 4.0.
`COC(=O)/C=C1\NC(=Nc2nc(C)cc(C)n2)N(c2ccc(Cl)cc2)C1=O` gave SSB-PriA inh -10.0.
Screening COc1ccc(S(=O)(=O)Nc2ccc(N3CCCC3=O)cc2)cc1F returned SSB-PriA inh 1.0.
`Cc1cccc(Cn2cccc(C(=O)Nc3ccc(F)c(Cl)c3)c2=O)c1` gave SSB-PriA inh -1.0.
`Cc1ccc(NC(=O)CSc2nccn2-c2ccc(Cl)cc2)c(C)c1` gave SSB-PriA inh 1.0.
Screening Cc1cc(SCC(N)=O)nc(C(C)C)n1 returned SSB-PriA inh 10.0.
Screening COc1cc(-c2ccc(SCC(=O)N3CCCc4ccccc43)nn2)cc(OC)c1OC returned SSB-PriA inh 7.0.
For NC(=O)C(=O)NN=Cc1c(F)c(F)c(F)c(F)c1F the results were SSB-PriA inh -11.2.
CC12CCC(C(=O)NN=Cc3ccc(O)cc3O)(OC1=O)C2(C)C (stereo not given) was read as SSB-PriA inh -14.4.
COc1ccc(C)cc1NC(=O)CSc1nnc(-c2ccco2)n1-n1cccc1 was read as SSB-PriA inh 5.0.
For O=C(NCCCc1ccccc1)C(=O)Nc1ccc2c(c1)OCCO2 the results were SSB-PriA inh -5.0.
Screening CC(C)NC(=O)CSc1ncc(-c2ccc(Br)cc2)n1-c1ccc(OC(F)(F)F)cc1 returned SSB-PriA inh 17.0.
`CC(=O)N1CC(C(=O)NCCc2ccc(F)cc2)C1` gave SSB-PriA inh -10.0.
Screening CC(=O)Nc1ccc(S(=O)(=O)NC2(C(=O)O)CCCCC2)cc1 returned SSB-PriA inh -5.0.

Among those listed so far, these have a CF3 group.
`O=C(Nc1nnc(-c2ccc(Br)cc2)o1)c1cccc(C(F)(F)F)c1` gave SSB-PriA inh -11.0.
O=C(COc1cccc(C(F)(F)F)c1)Nc1ccccc1-c1cn2ccccc2n1 was read as SSB-PriA inh -3.0.
O=C(CSc1nnc(-c2ccccn2)n1-n1cccc1)Nc1ccc(Cl)c(C(F)(F)F)c1 was read as SSB-PriA inh 6.0.
Screening CC(C)NC(=O)CSc1ncc(-c2ccc(Br)cc2)n1-c1ccc(OC(F)(F)F)cc1 returned SSB-PriA inh 17.0.

The list goes on:
Screening O=C(CCC1CCCCC1)Nc1cccc(-c2ccc3nnc(-c4cccnc4)n3n2)c1 returned SSB-PriA inh 0.0.
For C=CCn1c(SCC(=O)NCc2ccco2)nc2scc(-c3ccc(OC)cc3)c2c1=O the results were SSB-PriA inh -20.0&-5.0.
COc1ccc(Cl)cc1C(=O)Nc1cccc(-c2cn3c(C)csc3n2)c1 was read as SSB-PriA inh 4.0&8.0.
`CCCCc1ccc(NC(=O)Cn2nc(C3CCN(S(C)(=O)=O)CC3)n(C)c2=O)cc1` gave SSB-PriA inh -14.0.
COC(=O)c1ccnc(C=NO)c1 was read as SSB-PriA inh -9.7.
For Oc1ccc(C(Cc2ccccn2)=NNc2ccccc2)c(O)c1 the results were SSB-PriA inh 7.5.
Cc1ccc(S(=O)(=O)CCCC(=O)NCc2ccccc2)cc1 was read as SSB-PriA inh 2.0.
`O=C(NCc1ccnc(-c2ccsc2)c1)Nc1ccccc1F` gave SSB-PriA inh 7.0.
Nc1nc(Cl)ncc1[N+](=O)[O-] was read as SSB-PriA inh -15.0.
`Cn1c(C2CCCN(S(C)(=O)=O)C2)nn(CC(=O)N2CCOCC2)c1=O` (stereo not given) gave SSB-PriA inh -33.0.
Screening CC(C)(C)c1ccc(-c2cc(=O)c3ccc(NC(=O)c4ccccc4Br)cc3o2)cc1 returned SSB-PriA inh -6.0.
Screening COc1ccc(NC(=O)C2CC(=O)NC(=N/N=C/c3ccco3)S2)cc1 (stereo not given) returned SSB-PriA inh inactive.
`CCN1C(=O)c2cc(NS(=O)(=O)c3ccc(OC)cc3C)ccc2Oc2ccccc21` gave SSB-PriA inh 23.0.
Screening O=C(Nc1ccc(Br)cc1C(=O)c1ccccc1Cl)c1ccc2c(c1)OCO2 returned SSB-PriA inh -14.0.
COc1ccc(C(=O)CSc2nccn(-c3cccc4ccccc34)c2=O)cc1OC was read as SSB-PriA inh 15.0.
Screening O=C(NCCn1ccc(-c2cccs2)n1)c1nc2ccccc2s1 returned SSB-PriA inh -9.0.
For COc1ccc(N2CC(c3noc(Cc4cccs4)n3)CC2=O)cc1 (stereo not given) the results were SSB-PriA inh 1.0.
`O=C(Nc1nnc(-c2ccccc2Cl)s1)c1ccc(Cl)c([N+](=O)[O-])c1` gave SSB-PriA inh 9.0.
`COC(=O)C1CC(Oc2ccccc2F)CN1C(=O)c1ccc(-c2cccs2)cc1` (stereo not given) gave SSB-PriA inh 1.0.
`COc1ccc(C(CNC(=O)C(=O)Nc2ccccc2[N+](=O)[O-])N2CCN(C)CC2)cc1` (stereo not given) gave SSB-PriA inh -13.0.
`O=C(CSc1nc2c(cnn2-c2ccc(Cl)cc2)c(=O)[nH]1)N1N=C(c2cccs2)CC1c1ccc(F)cc1` (stereo not given) gave SSB-PriA inh -2.0.
CC1CCN(C(=O)CC2CSc3nc4c(c(=O)n32)CCC4)CC1 (stereo not given) was read as SSB-PriA inh 0.0.
Screening Cc1cc[n+](-c2[nH]c(=O)sc2C=NNC([S-])=Nc2ccccc2)cc1 returned SSB-PriA inh 11.9.
For O=C(O)c1ccc2c(c1)C(=O)N(CCCN1CCOCC1)C2=O the results were SSB-PriA inh 0.0.
For COc1ccccc1-c1csc(-c2nnn(-c3cc(C)ccc3OC)c2N)n1 the results were SSB-PriA inh 8.0.
For Cc1nc2c(ccc3nc(NC(=O)c4nn(C)cc4C)sc32)s1 the results were SSB-PriA inh 4.0.
Screening O=S(=O)(N=C(Nc1ccc(Cl)c(S(=O)(=O)Nc2ccccc2Cl)c1)c1ccc(F)cc1)c1ccccc1 returned SSB-PriA inh -4.4.
`O=C(NCCn1nc(-c2ccccn2)cc1C1CC1)c1cccc(C(F)(F)F)c1` gave SSB-PriA inh 2.0.
Cc1ccc(S(=O)(=O)CC(=O)Nc2sc3c(c2C(N)=O)CCN(C(C)C)C3)cc1 was read as SSB-PriA inh -15.0.
Screening CCOc1ccc2c(c1)sc(=NC(=O)Nc1ccc(OC)cc1)n2C returned SSB-PriA inh -2.0.
CS(=O)(=O)N1CCC(CNC(=O)c2ccc3ncsc3c2)CC1 was read as SSB-PriA inh 11.0.
For COc1ccc(C(=O)NC[C@H](O)c2ccc(OC)c(OC)c2)cc1F the results were SSB-PriA inh -2.0.
`CCOC(=O)c1ccc(NS(=O)(=O)c2ccc3c4c(cccc24)C(=O)N3CC)cc1` gave SSB-PriA inh -21.0.
Screening CN(C)C(=O)CSc1ncnc2sccc12 returned SSB-PriA inh 3.0.
`COc1ccc(-c2ccc(=O)n(CCCNC(=O)c3cccs3)n2)cc1` gave SSB-PriA inh -24.0&-2.0.
`CC(=NNC(=O)Cc1cccn1C)c1ccccc1` gave SSB-PriA inh -1.9.
O=C1CCSCC(C(=O)NCCOc2ccccc2)N1 (stereo not given) was read as SSB-PriA inh -9.0.
For O=c1[nH]cnc2c1cnn2CCO the results were SSB-PriA inh 1.0.
COc1ccc(-c2ccc(N3CCCC(C(=O)N4CCOCC4)C3)nn2)cc1 (stereo not given) was read as SSB-PriA inh -13.0.
C=CCN1C(=O)CS/C1=N/NC(=O)c1ccccc1 was read as SSB-PriA inh 3.0.
For O=C(Cc1ccc(-c2ccccc2)cc1)NC[C@H](O)c1cccc2ccccc12 the results were SSB-PriA inh -7.0.
Cc1cc(NC(=O)c2cc(Cl)ccc2Cl)n(C(C)C)n1 was read as SSB-PriA inh -15.0.
`CS(=O)(=O)N1CC(C(=O)N2CCN(CCc3ccccc3)CC2)C1` gave SSB-PriA inh -8.0.
Screening COc1cc(C=NN=C2NC(=O)C(Cc3ccccc3)S2)ccc1O (stereo not given) returned SSB-PriA inh -6.3.
Screening CC(=O)N1CCN(S(=O)(=O)c2ccc(C(=O)Nc3ccc(F)cc3)cc2)CC1 returned SSB-PriA inh -19.0.
`O=S(=O)(c1cccs1)N1CCC(c2nc(-c3ccc4c(c3)OCO4)no2)CC1` gave SSB-PriA inh -1.0.
`COc1ccc(C=NNC(=O)c2cccnc2)cc1O` gave SSB-PriA inh -15.1.
`O=C(NCCn1nc(C(F)(F)F)cc1C1CC1)NC(c1ccccc1)c1ccccc1` gave SSB-PriA inh -7.0.
O=C(CSc1nc2[nH]ncc2c(=O)n1-c1ccccc1)NCC1CCCO1 (stereo not given) was read as SSB-PriA inh 3.0.
`NC(=O)C1CCN(C(=O)c2coc(NC(=O)c3ccsc3)n2)CC1` gave SSB-PriA inh -16.0.

Molecules from the list above containing bromine:
`O=C(Nc1nnc(-c2ccc(Br)cc2)o1)c1cccc(C(F)(F)F)c1` gave SSB-PriA inh -11.0.
Screening CC(C)NC(=O)CSc1ncc(-c2ccc(Br)cc2)n1-c1ccc(OC(F)(F)F)cc1 returned SSB-PriA inh 17.0.
Screening CC(C)(C)c1ccc(-c2cc(=O)c3ccc(NC(=O)c4ccccc4Br)cc3o2)cc1 returned SSB-PriA inh -6.0.
Screening O=C(Nc1ccc(Br)cc1C(=O)c1ccccc1Cl)c1ccc2c(c1)OCO2 returned SSB-PriA inh -14.0.

Other results:
For CN(Cc1ccccc1)C(=O)CCn1cnc2c(cnn2-c2ccc(F)cc2)c1=O the results were SSB-PriA inh -8.0.
For O=C(NCCSc1c(-c2ccc(Br)cc2)[nH]c2ccccc12)C1CCCC1 the results were SSB-PriA inh -19.0.
`Cc1ccc2nc(NC(=O)Cc3csc(NC(=O)Nc4ccc(Cl)cc4)n3)sc2c1` gave SSB-PriA inh 17.0.
O=C(CCCN1C(=O)c2cccc3cccc(c23)C1=O)Nc1nc(-c2ccc(Cl)cc2)cs1 was read as SSB-PriA inh -9.0.
`O=C(Cn1cccc(-c2nc(-c3ccc(Br)cc3)no2)c1=O)NCc1ccc(F)cc1` gave SSB-PriA inh -10.0.
Screening CC(C)=C1SC(=S)N(CC(=O)Nc2ccc(O)cc2)C1=O returned SSB-PriA inh 30.0.
Screening CCOc1ccc(OCC(=O)Nc2cc(C)nn2-c2nc(-c3cccs3)cs2)cc1 returned SSB-PriA inh 1.0.
CCOC(=O)c1c(NC(=O)COc2ccc(Cl)c(C)c2)sc(C(C)=O)c1C was read as SSB-PriA inh -6.0&2.0.
For O=C(NN=Cc1cccs1)c1cc(-c2ccc(Cl)s2)[nH]n1 the results were SSB-PriA inh 11.2.
`O=C(c1ccco1)N1CCc2ccc(NS(=O)(=O)c3cccc(F)c3)cc21` gave SSB-PriA inh -2.0.
Cc1ccc(N2CCN(CC(=O)Nc3ccc(F)cc3)CC2)c(C)c1 was read as SSB-PriA inh -27.0.
CCN(Cc1ccccc1)S(=O)(=O)c1ccc(C(=O)Nc2cccc(C)n2)cc1 was read as SSB-PriA inh -17.0.
C=CCN1C(=O)/C(=C\c2cc(C)n(-c3ccc(F)cc3)c2C)C(C(=O)OC)=C1C was read as SSB-PriA inh -16.0.
For O=C(c1ccc(Br)o1)N1CCC(Oc2cnccn2)CC1 the results were SSB-PriA inh -6.0.
`COc1ccc(S(=O)(=O)N2CCOCC2)cc1C(=O)NCc1ccc2c(c1)OCO2` gave SSB-PriA inh -2.0.
For O=C(Cn1cnc2c(oc3ccccc32)c1=O)Nc1ccc(F)c(Cl)c1 the results were SSB-PriA inh -9.0.
For Cc1ccc(-c2csc(NC(=O)c3ccc([N+](=O)[O-])s3)n2)cc1 the results were SSB-PriA inh 12.0.
Screening O=C(O)CCC(=NNc1ncc(C(F)(F)F)cc1Cl)C(=O)O returned SSB-PriA inh -17.8.
`O=C(NCC[C@H](O)c1ccccc1)NCc1ccc(F)cc1` gave SSB-PriA inh -12.0.
Screening COc1ccc(CCNC(=O)COc2cccc3c2CCN(Cc2ccccc2)C3=O)cc1OC returned SSB-PriA inh -13.0.
NC(=O)c1cc(C2CCCCN2C(=O)c2cc3ccccc3s2)[nH]n1 (stereo not given) was read as SSB-PriA inh -6.0.
For O=C(NCCc1ccc(N2CCCC2)cc1)c1ccc(Cl)cc1 the results were SSB-PriA inh -2.0.
For CNC(=S)c1c(-c2ccccc2)c2c3n(c(COc4ccc(OC)cc4)nn13)CCCC2 the results were SSB-PriA inh 8.0.
